OPRM1-OPRD1 ag – agonists of human mu-delta opioid receptor heterodimerization; activation, % at 9.3 µM; P35372+P41143; cells, OPRM1-OPRD1 heterodimerization, luminescence; hit rate 0.3% among 340,000; in the data active = activation above about 18%;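 note: 0% = vehicle-treated cells and 100% = reference agonist; values of inactives mirror those of a sister screen read the other way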
phage Ecoli inh – E. coli growth loss with phage present; inhibition, % at 11.9 µM; hit rate 0.26% among 360,000; growth absorbance; in the data active = inhibition above about 11%
E coli growth – bacterial growth inhibition, counter-screen for AddAB inhibitors; E. coli V3065 growth, OD600 absorbance, 18 h; inhibition, % at 11.9 µM; hit rate 0.27% among 330,000; AID 449728;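 active = inhibition above the campaign's mean inhibition across all tested compounds plus 3 SD, cut at about 9.9% in these data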;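 note: uninfected addAB+ strain grown without phage in ampicillin broth; 0% = DMSO wells and 100% = ciprofloxacin 0.95 µg/ml wells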
PfHsp90 set2 – inhibits growth of yeast expressing Plasmodium falciparum Hsp90; hit rate 0.32% among 310,000; inhibition, % at 9.4 µM; S. cerevisiae expressing PfHsp90, BacTiter-Glo ATP, 48 h; yeast lacking PDR1 and PDR3 efflux regulators; AID 504621;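 active = every replicate shows inhibition above about 80%, whatever the replicate mean, limit read from the data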;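 note: 0% = DMSO neutral controls and 100% = 20 µM radicicol positive controls; yeast relying on Plasmodium falciparum Hsp90 in place of its own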
Mot1-301 SUMO – SUMOylation pathway inhibition by Mot1-301 growth rescue | S. cerevisiae Mot1-301 growth rescue, ATP luminescence, 38.5C; percent above DMSO median, 100 means doubled | growth rescue, % at 18.8 µM | hit rate 1% among 320,000;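 active = every valid replicate shows activation above 250% relative to neutral control wells; inactive = the rest, any valid replicate at or below 250%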;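 note: OY570 slx delta 5 strain wells were the positive control but not used for scaling; some compounds called inactive have numbers as strong as hits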
AddAB inh – less growth of phage-infected E. coli with AddAB; AID 435030; E. coli expressing H. pylori AddAB, absorbance growth; inhibition, % at 11.9 µM; hit rate 0.29% among 330,000; in the data active = inhibition above about 12%;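 note: 0% = vehicle wells of infected cells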
Tat export inh – inhibitors of E. coli Tat protein transport | E. coli MC4100 TorA-mCherry Tat export, fluorescence | inhibition, % at 10 µM | hit rate 0.036% among 340,000;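 active = mean replicate inhibition at least 50% and at least half of replicates individually reaching 50%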;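 note: exported cargo escapes ClpAP degradation while cytoplasmic cargo is degraded and loses fluorescence; 0% = median of neutral control wells and 100% = median of NaSCN control wells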
PKA-R1A activ – activates the PKA-R1A holoenzyme complex; activation, % at 11.4 µM; PKA-R1A dissociation, Cy5-IP20 fluorescence polarization; scaled: DMSO 0%, 113 µM cGMP 100%; AID 504707; P00514+P68181; hit rate 0.083% among 340,000;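 active = percent activation above the mean of all tested compounds plus 3 SD, cut at about 19% in these data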;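 note: higher means more PKAc released from R1A so a rise in polarization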
PKA-R2B act – activates the human PKA-R2B holoenzyme complex. P22694+P31323. PKA-R2B holoenzyme dissociation, Cy5-IP20 fluorescence polarization; R2B truncated from residue 108, S112A mutant; 0% DMSO only, 100% 113 µM cGMP. activation, % at 11.4 µM. hit rate 0.079% among 340,000;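 active = activation above a cutoff set at the mean over all compounds plus 3 SD, cut at about 18% in these data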;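 note: higher means more holoenzyme dissociation and a rise in polarization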
Target sequence (P31323 whole entry, looked up, other chains not shown, the tested form may be a part): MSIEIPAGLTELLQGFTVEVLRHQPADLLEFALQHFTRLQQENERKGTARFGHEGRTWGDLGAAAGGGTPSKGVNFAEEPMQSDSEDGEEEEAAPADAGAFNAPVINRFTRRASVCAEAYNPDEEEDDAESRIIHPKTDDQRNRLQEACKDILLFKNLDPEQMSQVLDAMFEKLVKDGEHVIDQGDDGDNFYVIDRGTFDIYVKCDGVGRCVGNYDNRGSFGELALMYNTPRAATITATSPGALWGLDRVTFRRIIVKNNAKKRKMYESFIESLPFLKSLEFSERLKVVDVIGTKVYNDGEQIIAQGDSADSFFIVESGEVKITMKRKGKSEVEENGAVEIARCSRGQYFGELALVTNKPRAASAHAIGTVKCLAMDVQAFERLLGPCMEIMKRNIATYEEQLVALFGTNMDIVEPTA
HTR5A inv ag – HTR5A inverse agonism, opioid heterodimer counter-screen; HTR5A cell line, luminescence; inhibition, % at 9.3 µM; hit rate 0.083% among 340,000; AID 504634; in the data active = inhibition mostly above about 23%, no sharp cut-off; inactive = mostly below about 18%;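 note: 0% = cells with DMSO and 100% = no-cell wells with DMSO; some compounds called inactive have numbers as strong as hits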
Target sequence (P47898 whole entry, looked up): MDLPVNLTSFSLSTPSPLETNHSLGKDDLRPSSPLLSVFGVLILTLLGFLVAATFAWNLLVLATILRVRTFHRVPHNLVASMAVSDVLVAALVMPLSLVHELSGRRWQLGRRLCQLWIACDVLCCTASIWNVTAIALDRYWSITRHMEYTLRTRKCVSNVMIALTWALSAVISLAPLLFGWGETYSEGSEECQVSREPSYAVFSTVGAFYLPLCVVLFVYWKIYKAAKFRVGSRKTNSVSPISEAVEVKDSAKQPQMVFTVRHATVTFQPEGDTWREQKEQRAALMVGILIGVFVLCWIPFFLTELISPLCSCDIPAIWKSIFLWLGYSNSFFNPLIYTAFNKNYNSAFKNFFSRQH
OPRM1-OPRD1 inv – inverse agonist of human OPRM1-OPRD1 heterodimerization | hit rate 0.21% among 340,000 | inhibition, % at 9.3 µM | cell-based MOR-DOR heterodimer luminescence, inverse agonism; in the data active = inhibition above about 22%, passing the limit was not always enough;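 note: 0% = cells with DMSO and 100% = wells without cells with DMSO; values of inactives mirror those of a sister screen read the other way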
An asterisk follows results filed as active; i = inactive; · = not tested or not shown; & = joins results of further samples. Random draw from the library; about 2.2% have a hit in one of these screens.

SMILES	OPRM1-OPRD1 ag	phage Ecoli inh	E coli growth	PfHsp90 set2	Mot1-301 SUMO	AddAB inh	Tat export inh	PKA-R1A activ	PKA-R2B act	HTR5A inv ag	OPRM1-OPRD1 inv
Cc1cc(OCC(=O)NCC2CCC(C(=O)O)CC2)c2c(C)c(Cc3ccccc3)c(=O)oc2c1 (stereo unspecified)	-1.7	-5.5	1.3	17	-8	5.2	-2	-6	-6	13	8
COc1ccccc1CNC(=O)CCC(=O)N1Cc2cccc(OC)c2Oc2ncccc21	-2.3	2.0	1.9	-14	12	1.8	-8	-1	-3	-9	12
COc1ccc(CCNC(=O)C(C)OC(=O)c2nsc(Cl)c2Cl)cc1OC (stereo unspecified)	-1.8	0.2	-3.6	11	-7	1.7	3	-4	-11	-7	11
Cc1cccc(N2CCN(C(=O)COc3cc(=O)n(C)c4ccccc34)CC2)c1C	-1.3	1.7	0.1	-26	4	5.0	1	-4	6	-24	7
CCN(CC)CCN(Cc1cc2ccc(C)cc2[nH]c1=O)C(=S)Nc1ccccc1C(=O)OC	-0.1	0.2	-3.5	-13	-4	4.7	5	-4	9	18	0
O=C1CC2(CCCCC2)Oc2ccccc21	-1.9	0.1	-0.9	20	-30	1.9	-4	-4	-17	-17	9
CCOc1ccccc1C(=O)OCC(=O)Nc1nnc(-c2ccccc2)o1	-4.1	-3.3	-4.9	·	0	-5.7	-1	-4	8	-26	21
N/C(=N\OC(=O)Cc1ccc(-c2ccccc2)cc1)c1ccncc1	-1.5	4.9	-2.2	-40	21	0.3	3	-9	5	-23	8
CN(C)C=NCCn1c(N2CCOCC2)nc2c1c(=O)n(C)c(=O)n2C	-0.9	1.4	0.6	1	-10	6.3	-4	-2	-7	12	4
CCn1c(CSCc2ccc(C)cc2)nnc1SCC(=O)N1CCN(c2ccccc2)CC1	1.0	0.5	-1.2	0	-18	-1.0	-5	-6	-12	20	-6
CCCn1c(-c2cccnc2Cl)nc2cc(Cl)c(Cl)cc21	-0.4	1.0	0.1	-17	1	0.0	-10	-1	1	-4	2
NC(=O)C1CCN(C(=O)c2ccc(-c3ccccc3)cc2)CC1	-0.8	·	2.0	-17	59	-0.1	-5	-2	-10	-25	4
CC(CN1CCCCC1)OC(=O)CCc1ccccc1 (stereo unspecified)	-4.1	2.7	1.1	-36	-4	-0.4	-4	14	-6	9	20
Cc1cc(C)c(C(=O)OCC(=O)NC(=O)c2ccccc2)c(C)c1	2.1	2.2	-2.4	·	3	-3.9	9	3	-7	-11	-11
Cc1nnc(NC(=O)CSc2ccc(-c3ccco3)nn2)s1	-1.4	0.6	0.4	11	11	-0.5	6	1	-9	-11	6
O=C(CSc1nc2c(c(=O)n1-c1ccc(Cl)cc1)SCC2)N1CCOCC1	-2.0	2.7	-1.3	9	-5	3.5	-4	-1	-4	-21	11
CCC(C)(C)NC(=O)c1cc(OC)c(OC)cc1[N+](=O)[O-]	-1.4	0.5	1.0	5	206	5.3	-6	-4	-12	-3	8
CC1(C)CC(=O)C=C(Nc2ccc(F)cc2)C1	0.2	0.8	-0.5	18	-8	0.8	-7	-5	-7	5	-1
O=C(Nc1ccc2c(c1)OCO2)c1c[nH]c(=O)n(-c2ccc(F)cc2)c1=O	-1.1	-0.2	-4.3	3	199	1.6	3	-10	2	9	5
CN(Cc1ccccc1)C(=O)COc1ccccc1Cl	-1.8	1.1	-2.3	-31	7	1.9	-15	2	0	2	9
COc1ccc(SC[C@H](CC(C)C)N2CCN(CCc3ccccc3)CCC2=O)cc1	8.6	-0.8	1.4	0	0	-0.8	3	1	-13	-8	-50
CC(=O)NC1(c2ccccc2)CCN(CC(=O)N2CCC(C)CC2)CC1	-0.7	0.2	2.6	-8	-4	-1.4	0	-1	-6	-7	4
O=C(CN1C(=O)/C(=C\c2ccccc2F)SC1=S)Nc1nc2ccccc2s1	-1.3	1.8	-1.9	-5	-8	-3.3	-10	-2	-3	22	7
CCC(CO)Oc1cc(NC(=O)c2ccccc2N)c2ncn(C(C)C)c2c1 (stereo unspecified)	-1.5	-0.3	-2.2	-7	-19	0.2	-5	2	-8	-18	9
Cc1ccc(NC(=O)CCNC(=O)c2ccc(Cl)cc2)cc1F	-3.2	7.9	2.6	0	12	0.8	-7	15	7	1	15
The listing continues:
SMILES	OPRM1-OPRD1 ag	phage Ecoli inh	E coli growth	PfHsp90 set2	Mot1-301 SUMO	AddAB inh	Tat export inh	PKA-R1A activ	PKA-R2B act	HTR5A inv ag	OPRM1-OPRD1 inv
CCc1nc(NCc2cccnc2)c2oc3ccccc3c2n1	-2.2	1.2	-0.9	2	27	0.9	3	0	6	-3	11
CC12CCC(C(=O)Nc3ccccc3)(C(Br)C1=O)C2(C)C (stereo unspecified)	-0.5	1.8	0.1	14	4	2.5	-4	8	-5	13	2
Cc1ccc(C(=O)Nc2cccc(C(F)(F)F)c2)cc1NC(=O)c1nccnc1N	4.0	-1.4&1.3	1.9	-8	-17	0.0	5	-18&0	-8&-1	4	-23
COc1ccc(OC)c(/C=N/NC(=O)c2c(C)nc3ccc(C)cn23)c1	-2.2	-1.4	-1.2	9	-13	0.5	-1	-18	3	9	10
CCc1ncc(CN2CCCC(C(=O)Nc3ccc(-c4cscn4)cc3)C2)cn1 (stereo unspecified)	-2.0	-2.2	0.6	-4	4	2.9	-6	-3	-13	18	10
O=C(c1ccc(Cl)c(S(=O)(=O)N2CCCC2)c1)N1CCCCC1	-3.7	-0.9	-1.7	-14	-8	1.1	-4	1	-4	-2	19
COC(=O)/C(=C1/Oc2ccc(C(C)(C)C)cc2S1)C(F)(F)F	-0.5	2.2	-0.9	8	-3	0.3	-5	-1	-1	-3	3
O=C(CN1C(=O)NC2(CCCC2)C1=O)NNC(=O)c1ccc(Cl)cc1	-1.7	0.1	-1.1	-6	-9	-1.7	-2	0	5	13	7
COc1ccccc1CN(C)C(=O)CNC(=O)c1cccc(Cl)c1	-2.1	1.2	·	-9	21	·	18	-6	12	0	10
Cc1cc2ccccn2c1C(=O)Nc1ccc(Cl)cc1	4.6	3.4	0.2	-8	-23	2.7	0	-1	-7	-10	-25
Cc1ccc(S(=O)(=O)NCCN2CCOCC2)cc1	-2.7	2.9	3.2	-25	-7	-1.4	12	8	-2	20	14
O=C(c1cc2ccccc2c(=O)o1)N1CCc2ccccc2C1	-1.4	0.8	1.8	-9	5	2.8	-1	0	-1	-15	8
COCCCNC(=O)c1ccc2c3c(onc13)-c1ccccc1C2=O	4.4	·	-4.0	-5	-7	1.8	-9	-8	-6	1	-22
Cc1ccc(C(=O)O/N=C(\N)c2ccccc2)c(Cl)c1	4.1	2.1	2.3	-2	-12	0.5	-5	-4	-5	-22	-21
O=C(NNC(=O)c1cccs1)c1ccc(Cl)nc1	-3.2	2.7	0.4	·	86	-1.2	-3	8	-11	-7	17
CCN(CC)C(=O)Cn1cc(S(=O)(=O)CC(=O)NCCc2ccccc2)c2ccccc21	-3.1	0.4	-3.5	-6	28	2.2	-5	-6	-4	-1	10
CCOc1ccccc1/C=N/NC(=O)c1cccc(S(=O)(=O)N(CC)CC)c1	1.0	2.5	-0.8	-19	11	1.9	-7	-6	-12	6	-5
CCOc1ccccc1NC(=O)C1CCN(S(=O)(=O)c2ccc(OC)c(OC)c2)CC1	2.3	-0.8	-1.2	-33	-15	-2.3	-13	-9	-5	-4	-14
O=C(NCC1CCCO1)c1ccc2c(c1)C(=O)N(c1cccc([N+](=O)[O-])c1)C2=O (stereo unspecified)	0.5	2.4	0.8	13	-13	4.9	-10	-1	-7	16	-3
CN(C)/C=N/C(=S)Nc1ccc(Br)cc1F	-1.2	1.5	2.1	3	7	0.3	16	2	-6	-27	6
Cc1cc(C(=O)COc2ccccc2C#N)c(C)n1C1CC1	-3.7	1.7	-0.9	-26	-14	0.2	-3	1	-2	14	20
CC(=O)Nc1ccc(S(=O)(=O)N(C)c2ccc(OCC(=O)NCCc3ccccc3F)cc2)cc1	-5.3	0.9	·	-8	·	·	6	-8	-12	-4	20
COc1cc(/C=N/N=C(/C(=O)c2ccccc2)c2ccccc2)cc(OC)c1O	-1.5	-0.2	-0.3	-27	-2	0.0	4	-16	-2	15	8
Cc1ccc2c(C)c(C(=O)N3CCCCC3CO)oc2c1C (stereo unspecified)	-2.9	-0.6	-2.1	14	314	-0.3	3	-6	-2	9	15
COc1cc(CC(=O)OCC(=O)Nc2cc([N+](=O)[O-])ccc2F)cc(OC)c1OC	0.0	0.2	-1.9	11	-17	1.0	-6	6	7	-1	0
CC(C)C(=O)NNS(=O)(=O)c1ccccc1[N+](=O)[O-]	-1.0	1.3	1.4	-3	-4	3.1	-7	-6	-2	15	5
Cc1ccc(SCCC(=O)OC(C)C(=O)Nc2ccccc2)cc1 (stereo unspecified)	3.8	1.9	0.7	·	-2	0.3	-5	-14	-4	-6	-25
Cn1ccnc1SCC(=O)NC1CCCC1	0.7	0.4	-0.3	-24	-7	4.4	9	6	0	-15	-5
COc1cc(C)nc(Oc2ccc(/C=N/O)cc2)n1	-3.0	0.9	1.5	-12	-4	-0.2	-6	-17	4	2	15
O=C(O)c1ccc2c(c1)C(=O)N(c1ccc(Cl)cn1)C2=O	-1.0	0.7	-0.5	28	i	2.1	3	7	1	-31	5

A second format for part of the listing above:
COCCCNC(=O)c1ccc2c3c(onc13)-c1ccccc1C2=O
  OPRM1-OPRD1 ag: 4.4; phage Ecoli inh: ·; E coli growth: -4.0; PfHsp90 set2: -5; Mot1-301 SUMO: -7; AddAB inh: 1.8; Tat export inh: -9; PKA-R1A activ: -8; PKA-R2B act: -6; HTR5A inv ag: 1; OPRM1-OPRD1 inv: -22
Cc1ccc(C(=O)O/N=C(\N)c2ccccc2)c(Cl)c1
  OPRM1-OPRD1 ag: 4.1; phage Ecoli inh: 2.1; E coli growth: 2.3; PfHsp90 set2: -2; Mot1-301 SUMO: -12; AddAB inh: 0.5; Tat export inh: -5; PKA-R1A activ: -4; PKA-R2B act: -5; HTR5A inv ag: -22; OPRM1-OPRD1 inv: -21
O=C(NNC(=O)c1cccs1)c1ccc(Cl)nc1
  OPRM1-OPRD1 ag: -3.2; phage Ecoli inh: 2.7; E coli growth: 0.4; PfHsp90 set2: ·; Mot1-301 SUMO: 86; AddAB inh: -1.2; Tat export inh: -3; PKA-R1A activ: 8; PKA-R2B act: -11; HTR5A inv ag: -7; OPRM1-OPRD1 inv: 17
CCN(CC)C(=O)Cn1cc(S(=O)(=O)CC(=O)NCCc2ccccc2)c2ccccc21
  OPRM1-OPRD1 ag: -3.1; phage Ecoli inh: 0.4; E coli growth: -3.5; PfHsp90 set2: -6; Mot1-301 SUMO: 28; AddAB inh: 2.2; Tat export inh: -5; PKA-R1A activ: -6; PKA-R2B act: -4; HTR5A inv ag: -1; OPRM1-OPRD1 inv: 10
